From PubChem
H37Rv inhibition: M. tuberculosis growth inhibition, HTS (AID 449762); M. tuberculosis H37Rv growth inhibition, 7H9 media; higher % means a stronger effect; inhibition, % at 25 µM, or IC50 in µM where a hit was titrated; 330,000 tested, 0.59% active; in the data active = a potency from the dose series; inconclusive = inhibition above about 70% without an active follow-up result;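 note: bacterial growth assessed after seven days of incubation; strong numbers were not always called active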
inhibitors of VEEV: inhibitors of VEEV TC-83 cytopathic effect, confirmation, Vero cells (AID 588727) | 350,000 tested, 0.13% active | Vero cells, VEEV TC-83 cytopathic effect inhibition; higher % means a stronger effect | inhibition, % at 20 µM; hits with a dose series show IC50 in µM; in the data active = a potency from the dose series; inconclusive = inhibition mostly from about 14% at the one dose, without a potency; inactive = the rest, 99 in 100 with inhibition below about 12%; note: strong numbers were not always called active
PhoP GFP inhibition: Inhibition of PhoP regulon, Salmonella typhi GFP reporter cells, confirmation, 4 h (AID 1850); 310,000 tested, 0.33% active; Salmonella Typhi PhoP-promoter GFP reporter, fluorescence, 4 h; higher % means a stronger effect; inhibition, % at 50 µM, or IC50 in µM where a hit was titrated; in the data active = a potency from the dose series; inconclusive = inhibition mostly from about 25% at the one dose, without a potency; inactive = the rest, 99 in 100 with inhibition below about 19%;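 note: 0% = induced wells with vehicle and 100% = uninduced wells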
H1N1 NS1A inhibition: H1N1 influenza NS1A inhibitors, functional cell based assay (AID 504329); NS1A functional cell-based assay, percent inhibition; higher % means a stronger effect; 340,000 tested, 0.3% active; one-dose inhibition, % at 12.5 µM; IC50 in µM for titrated hits; in the data active = a potency from the dose series; inconclusive = inhibition above about 27% without an active follow-up result; note: strong numbers were not always called active
M. tuberculosis: growth inhibition of non-replicating M. tuberculosis (AID 488890) | one-dose inhibition, % at 25 µM; IC50 in µM for titrated hits | 320,000 tested, 0.39% active | Mycobacterium tuberculosis non-replicating, growth inhibition; higher % means a stronger effect; in the data active = a potency from the dose series; inconclusive = inhibition mostly from about 82% at the one dose, without a potency; inactive = the rest, 99 in 100 with inhibition below about 76%;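 note: plate controls were DMSO cells for no effect and high antibiotic wells for full effect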
inhibitors of VEEV 10K pilot screen: further read-out of inhibitors of VEEV, marked with its call; inhibition, %; measured here: 10K pilot screen inhibition
* marks the source's active call; other numbers are inactive results; i = inactive; ? = inconclusive; . = no result given.

SMILES	H37Rv inhibition	inhibitors of VEEV	PhoP GFP inhibition	H1N1 NS1A inhibition	M. tuberculosis	others
CCC(=O)c1ccc(OCC(O)CN2CCN(c3cccc(C(F)(F)F)c3)CC2)cc1 (centres undefined)	20µM*	0.5%	5%	3%	56%
CCc1ccc(NC(=O)C(C)OC(=O)CN2C(=O)NC3(CCCC3)C2=O)cc1 (centres undefined)	58%	0.6%	.	-9%	7%
CNc1c(N=Cc2cccnc2)c(=O)n(C)c(=O)n1C	-2%	2.4%	-3%	28%	-4%
CN1C(=O)c2ccc(NC(=O)c3cccc4ccccc34)cc2C1=O	8%	0.2%	6%	-2%	2%
CCN(C(=O)CN1C(=O)NC(c2ccccc2)(c2ccc(C)c(C)c2)C1=O)C1CCCCC1 (centres undefined)	13%	3.2%	.	0%	66%
Cc1ccc(-n2cnc3c(sc4nc(N5CCOCC5)c5c(c43)CCCC5)c2=O)cc1	61%	8.5%	-7%	.	11%
COc1cccc(CN(C)CC(=O)NNC(=O)c2ccc(Cl)cc2)c1	-5%	i	-3%	4%	79%
Cc1ccc(NC(=O)CCS(=O)(=O)c2ccc3c(c2)NC(=O)C(C)S3)cc1Cl (centres undefined)	17%	6.7%	-17%	-3%	31%
CCNS(=O)(=O)c1ccc(CCC(N)=O)cc1	0%	0.2%	7%	-7%	-5%
COc1c2c(nc3occc13)C(CC=C(C)C)(OC)C(OC(C)=O)CC2 (centres undefined)	3%	7.5%	2%	2%	2%
COc1cc(/C=C/C(=O)OCC(=O)Nc2ccc3c(c2)OCCO3)ccc1O	-6%	1.1%	-14%	-2%	45%
CN(C)CCNC(=O)c1ccccc1-c1ccccc1	-2%	12%	-1%	-1%	0%
O=C(c1cccc(Cl)c1)N1CCN(Cc2ccc3c(c2)OCO3)CC1	-6%	i	-8%	-3%	19%
CC(=O)C1CCC2(O)C3CCC4=CC(=O)CCC4(C)C3CCC12C (centres undefined)	.	1.6%	.	-16%	.
CCCNC(=O)C1CCC(CNS(=O)(=O)c2ccc3c(c2)N(C(C)=O)CCO3)CC1 (centres undefined)	2%	1.6%	2%	-4%	-8%
COc1ccc(S(=O)(=O)N2CCCCC2)cc1NC(=O)CSc1nnc(C2CC2)n1C	2%	3.9%	.	-7%	0%
CC(C)(C)C(=O)Nc1ccc(S(=O)(=O)Nc2nccs2)cc1	-2%	0.5%	-9%	-10%	-20%
COc1ccc(NC(=O)C(c2ccccc2)N(C)C(=O)CNC(C)=O)cc1 (centres undefined)	2%	i	-3%	-17%	2%
CCN(CC)c1nc(Nc2ccccc2)nc(Oc2ccc(C(=O)OC)cc2)n1	-9%	i	-6%	16%	7%
COc1cccc(-c2nnc(SCC(=O)N3CCCc4ccccc43)o2)c1	7%	7.0%	-7%	2%	41%
Cn1c(-c2ccccc2)cnc1SCC(=O)NCc1ccco1	2%	i	-12%	0%	23%
COc1cc(S(=O)(=O)Nc2ncn[nH]2)ccc1Cl	9%	0.9%	17%	6%	-7%
O=C(c1cccs1)N1CCN(C23CC4CC(CC(C4)C2)C3)CC1	0%	0.6%	-1%	-4%	-4%
O=C(O)CNC(=O)c1ccc(OC(F)F)cc1	-1%	0.8%	-15%	-10%	3%
O=C(CSc1ccc(F)cc1)NC(=O)NCc1ccccc1	5%	3.0%	1%	-2%	79%
c1ccc(-c2csc(N3CCCCCC3)n2)cc1	-1%	i	-9%	2%	17%
Cc1ccc(N(CN2C(=O)C3C4CCC(C4)C3C2=O)C(=O)c2ccco2)cc1 (centres undefined)	-2%	i	4%	-22%	-13%
CCN(CC(=O)NCc1ccc(Cl)cc1)C(=O)/C=C/c1cc(OC)c(OC)c(OC)c1	5%	4.1%	17%	-5%	6%
Nc1c(S(=O)(=O)c2cccs2)c2nc3ccccc3nc2n1Cc1ccccc1	-4%	1.6%	-6%	-4%	-12%	inhibitors of VEEV 10K pilot screen=2.0
CCOc1ccc(N(CC(=O)NCc2ccccc2)C(=O)Cn2nnc(-c3ccc(C)o3)n2)cc1	0%	1.2%	7%	-4%	-5%

Among those listed so far, 3 contain a thiophene ring, fused or not:
SMILES	H37Rv inhibition	inhibitors of VEEV	PhoP GFP inhibition	H1N1 NS1A inhibition	M. tuberculosis	others
Cc1ccc(-n2cnc3c(sc4nc(N5CCOCC5)c5c(c43)CCCC5)c2=O)cc1	61%	8.5%	-7%	.	11%
O=C(c1cccs1)N1CCN(C23CC4CC(CC(C4)C2)C3)CC1	0%	0.6%	-1%	-4%	-4%
Nc1c(S(=O)(=O)c2cccs2)c2nc3ccccc3nc2n1Cc1ccccc1	-4%	1.6%	-6%	-4%	-12%	inhibitors of VEEV 10K pilot screen=2.0

Next entries follow.
SMILES	H37Rv inhibition	inhibitors of VEEV	PhoP GFP inhibition	H1N1 NS1A inhibition	M. tuberculosis	others
CCc1noc(C)c1C(=O)Nc1cc(Cl)ccc1N1CCOCC1	-4%	3.1%	0%	-10%	-16%
CCCn1c(SCC(=O)Nc2ccccc2N2CCCCC2)nc2c1c(=O)n(C)c(=O)n2C	0%	4.6%	-5%	3%	5%
O=C(CSc1nc(C(F)(F)F)cc(=O)[nH]1)Nc1ccc2c(c1)OCCO2	3%	0.9%	19%	-12%	7%
CCOC(=O)C1(Cc2ccccc2)CCN(Cc2csc(C(C)=O)c2)CC1	-1%	2.1%	4%	-19%	3%
COc1ccc(Br)c(C(=O)Nc2cccc(S(=O)(=O)N3CCOCC3)c2)c1	-3%	i	.	-8%	16%
CCOC(=O)C1=C(C)N(c2ccccc2)C(=O)/C1=C\c1cccs1	-6%	0.1%	-7%	13%	-16%
O=S(=O)(NCCCc1ccccc1)c1ccc(Cl)cc1	7%	i	-3%	4%	61%
COc1ccc(C2C([N+](=O)[O-])=C(C)N(C)C(=O)N2C)cc1OC (centres undefined)	45%	0.2%	6%	0%	11%
O=C(CSc1ncn[nH]1)N/N=C/c1ccc(F)cc1	9%	5.1%	11%	4%	32%
CN(C(=O)c1ccno1)c1nnc(-c2cccnc2)s1	0%	i	5%	0%	6%

An excerpt from above in order of molar mass, low to high:
SMILES	H37Rv inhibition	inhibitors of VEEV	PhoP GFP inhibition	H1N1 NS1A inhibition	M. tuberculosis	others
O=C(CSc1ncn[nH]1)N/N=C/c1ccc(F)cc1	9%	5.1%	11%	4%	32%
O=S(=O)(NCCCc1ccccc1)c1ccc(Cl)cc1	7%	i	-3%	4%	61%
CCOC(=O)C1=C(C)N(c2ccccc2)C(=O)/C1=C\c1cccs1	-6%	0.1%	-7%	13%	-16%
COc1ccc(Br)c(C(=O)Nc2cccc(S(=O)(=O)N3CCOCC3)c2)c1	-3%	i	.	-8%	16%

Among those listed so far, 4 have a furan ring, fused or not:
SMILES	H37Rv inhibition	inhibitors of VEEV	PhoP GFP inhibition	H1N1 NS1A inhibition	M. tuberculosis	others
COc1c2c(nc3occc13)C(CC=C(C)C)(OC)C(OC(C)=O)CC2 (centres undefined)	3%	7.5%	2%	2%	2%
Cn1c(-c2ccccc2)cnc1SCC(=O)NCc1ccco1	2%	i	-12%	0%	23%
Cc1ccc(N(CN2C(=O)C3C4CCC(C4)C3C2=O)C(=O)c2ccco2)cc1 (centres undefined)	-2%	i	4%	-22%	-13%
CCOc1ccc(N(CC(=O)NCc2ccccc2)C(=O)Cn2nnc(-c3ccc(C)o3)n2)cc1	0%	1.2%	7%	-4%	-5%

Next entries follow.
SMILES	H37Rv inhibition	inhibitors of VEEV	PhoP GFP inhibition	H1N1 NS1A inhibition	M. tuberculosis	others
CCC(Oc1ccc(F)cc1)C(=O)N1CCCCCCC1 (centres undefined)	2%	0.5%	8%	-1%	-13%
OCCNc1nc(Nc2ccccc2C(F)(F)F)nc(N2CCCC2)n1	6%	1.1%	3%	4%	-8%	inhibitors of VEEV 10K pilot screen=2.0
COc1ccc(C(=O)CC(=O)C(=O)NCCc2cccc(C)c2)cc1	0%	0.9%	-6%	7%	4.4µM*
COc1cccc(C(=O)OCC(=O)NC2CCCc3ccccc32)c1O (centres undefined)	.	0.4%	.	-2%	.
COc1ccc(C)cc1NC(=O)c1sc2ncn(CC(=O)N3CCCCC3)c(=O)c2c1C	8%	1.9%	5%	4%	.
O=C(Oc1ccccc1N1CCOCC1)c1sccc1Br	-7%	0.8%	16%	-5%	-2%
CCN1CCN(c2nc3ccccc3s2)CC1	-7%	1.9%	-5%	-11%	-6%
COc1cc(NC(=S)NC(=O)c2ccc(F)cc2)ccc1NC(=O)c1ccco1	9%	i	-5%	4%	-19%
O=C(N/N=C/c1c(O)ccc2ccccc12)c1ccc(CO)nc1	27%	7.4%	87µM*	11µM*	-14%
COc1cc(C(=O)NC2CCN(CC(=O)NC3CCCCC3C)CC2)cc(OC)c1OC (centres undefined)	-6%	i	7%	4%	-5%
CCc1nnc(NC(=O)CCS(=O)(=O)c2ccc(C)cc2)s1	11%	0.8%	-5%	0%	.
Cc1ccc(N=C2NC(=O)/C(=C/C=C/c3ccco3)S2)cc1	2%	2.9%	21%	0%	50%
CC12CCC(C(=O)Nc3cccc(Cl)c3Cl)([C@H](Br)C1=O)C2(C)C (some centres undefined)	-12%	0.5%	-3%	3%	-4%
O=C(Nc1cccnc1)c1ccccc1Cl	1%	1.4%	-5%	-6%	5%
O=C1c2ccccc2C(=O)c2c1cccc2N1CCCC1	24%	4.6%	0%	7.3µM*	78%
CCCCOc1ccc(C(=O)C(CN2CCOCC2)c2ccccc2)cc1 (centres undefined)	?	1.4%	3%	1%	?
Cc1ccc(NC(=O)CN(c2ccccc2)S(=O)(=O)N(C)C)cc1C	3%	0.9%	7%	3%	6%
O=c1onc(-c2c(F)cccc2F)n1-c1ccccc1Cl	0%	0.5%	3%	-15%	-6%
CC(OC(=O)CN1C(=O)C2CC=CCC2C1=O)C(=O)Nc1ccc(F)cc1Cl (centres undefined)	-11%	0.9%	-6%	18%	24%
O=C(CCNC(=O)c1ccccc1)NCc1ccccc1F	?	2.0%	.	-3%	47%
COc1ccc(-c2noc(CCC(=O)NCCN3CCN(c4ccccc4F)CC3)n2)cc1	9%	0.7%	6%	2%	58%
COC(=O)c1nn(-c2cccc(C)c2)c2nnc(Cc3ccc(C)cc3)c(=O)n12	3%	0.6%	3%	-10%	-1%
CSc1nc(C)cc(C)c1S(=O)(=O)c1ccccc1C	-1%	0.9%	11%	1%	6%
CCc1ccc(NC(=O)c2cc(CC(C)C)on2)cc1	5%	1.0%	-7%	2%	?
CCC(O)(CC)C(=O)N=Nc1c(O)[nH]c2ccccc12	6%	2.6%	14%	2%	3%
C=C(C)Cn1c(C2CC(=O)N(c3ccccc3F)C2)nc2ccccc21 (centres undefined)	-8%	i	-2%	-4%	-11%	inhibitors of VEEV 10K pilot screen=0.7
OCC[C@@H]1C[C@@H](O)[C@H](O)[C@]2(CCc3ccccc3CO2)O1	1%	0.2%	4%	0%	3%	inhibitors of VEEV 10K pilot screen=0.7
COC(=O)C1=C(C(=O)OC)[C@@H]2Nc3ccccc3[C@@]23C[C@@H](C(=O)OC)N(C(=O)C2CCC2)C3=N1	1%	0.6%	12%	-11%	-10%	inhibitors of VEEV 10K pilot screen=0.4
Cn1c(SCc2ccccc2)nc(N)c(N=O)c1=O	3.5µM*	13%	1%	.	?
